# Bioassay records: PubChem BioAssay, several laboratories
# pCIP destab – p/CIP-EGFP fusion destabilizers, primary screen, fluorescence, F442A cells. Q05BA5. 16 h. decrease of EGFP signal, % at 10 µM. hit rate 0.01% among 290,000. AID 1984, 2009;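 active = EGFP signal decrease of at least 30% at 10 µM or well 3 SD below plate mean, unless failing retest; inactive = the rest, including hits failing retest or dose response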; note: some compounds called inactive have numbers as strong as hits; many of its hits are not listed in these tables
# VIM-2 inh – VIM-2 metallo-beta-lactamase inhibitors, primary screen, biochemical, epi-absorbance readout, Pseudomonas aeruginosa enzyme; purified VIM-2, nitrocefin hydrolysis, epi-absorbance fluorescence; inhibition, % at 5.6 µM; hit rate 0.89% among 290,000;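 active = inhibition above the mean of all tested compounds plus 3 SD, cutoff set per screening run, cut at about 7.5% in these data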;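 note: red hydrolysis product quenches plate fluorescence so inhibitors raise well fluorescence; 0% = enzyme with DMSO and 100% = DMSO without enzyme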
# SUMO HTRF inh – inhibitors of in vitro SUMOylation cascade, primary screen, biochemical, HTRF, uHTS; SUMO-conjugating enzyme UBC9 (Homo sapiens), P63279; HTRF SUMOylation assay, SAE1/SAE2 + UBC9; inhibition, % at 35 µM; hit rate 0.36% among 290,000; AID 2006, 2009; in the data active = inhibition above about 50%, passing the limit was not always enough; note: strong numbers were not always called active
# FID counter – compounds displacing fluorescent DNA intercalator, primary screen, artefact control for HCV NS3 helicase inhibitor project, biochemical, FID fluorescence; DNA fluorescent intercalator displacement; inhibition, % at 7.9 µM; hit rate 0.17% among 290,000; in the data active = inhibition above about 37%;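 note: 0% = vehicle and 100% = reference compound; higher means more ethidium bromide displaced from hairpin DNA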
# HCV NS3 hel inh – inhibitors of HCV NS3 helicase, primary screen, biochemical, Cy5 molecular beacon fluorescence | Hepatitis C virus NS3 helicase | inhibition, % at 10.9 µM | NS3 helicase DNA unwinding | hit rate 0.56% among 290,000;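 active = inhibition above the mean of all tested compounds plus 3 SD, set per campaign, cut at about 35% in these data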;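 note: 0% = DMSO wells and 100% = thioflavine S control wells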
#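 test system = hepatitis C virus NS3 helicase domain fragment enzyme | reagent = annealed dual-labelled DNA beacon duplex, ATP-started | times = 1 h at 25 °C | detection = Cy5 fluorescence, 0 and 60 min reads | read-out basis = percent inhibition from t60/t0 fluorescence ratio | control set = DMSO and thioflavine S | replication = one well per compound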
# M18AAP inhibitor – PfM18AAP inhibitors, malaria aminopeptidase, primary screen, biochemical, QFRET, recombinant enzyme. M18 aspartyl aminopeptidase (Plasmodium falciparum 3D7). AID 1822, 2009. H-Glu-NHMec fluorogenic cleavage. hit rate 1.2% among 290,000. inhibition, % at 7.35 µM;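 active = inhibition above the campaign mean inhibition over all tested compounds plus 3 SD, cut at about 28% in these data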;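 note: 0% = plate median of test compound wells and 100% = 2 mM ZnCl2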
# IDE act – human IDE activators in live cells, primary screen, fluorescence polarization, HEK cells, FAbeta-B substrate | Insulin-degrading enzyme (Homo sapiens), P14735 | FAbeta-B cleavage; 0% vehicle, 100% cell-free pure enzyme wells | activation, % at 5.96 µM | hit rate 0.073% among 340,000;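 active = activation above the mean of all tested compounds plus 3 SD, set per screening campaign, cut at about 17% in these data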
# Target sequence (P14735 whole entry, looked up): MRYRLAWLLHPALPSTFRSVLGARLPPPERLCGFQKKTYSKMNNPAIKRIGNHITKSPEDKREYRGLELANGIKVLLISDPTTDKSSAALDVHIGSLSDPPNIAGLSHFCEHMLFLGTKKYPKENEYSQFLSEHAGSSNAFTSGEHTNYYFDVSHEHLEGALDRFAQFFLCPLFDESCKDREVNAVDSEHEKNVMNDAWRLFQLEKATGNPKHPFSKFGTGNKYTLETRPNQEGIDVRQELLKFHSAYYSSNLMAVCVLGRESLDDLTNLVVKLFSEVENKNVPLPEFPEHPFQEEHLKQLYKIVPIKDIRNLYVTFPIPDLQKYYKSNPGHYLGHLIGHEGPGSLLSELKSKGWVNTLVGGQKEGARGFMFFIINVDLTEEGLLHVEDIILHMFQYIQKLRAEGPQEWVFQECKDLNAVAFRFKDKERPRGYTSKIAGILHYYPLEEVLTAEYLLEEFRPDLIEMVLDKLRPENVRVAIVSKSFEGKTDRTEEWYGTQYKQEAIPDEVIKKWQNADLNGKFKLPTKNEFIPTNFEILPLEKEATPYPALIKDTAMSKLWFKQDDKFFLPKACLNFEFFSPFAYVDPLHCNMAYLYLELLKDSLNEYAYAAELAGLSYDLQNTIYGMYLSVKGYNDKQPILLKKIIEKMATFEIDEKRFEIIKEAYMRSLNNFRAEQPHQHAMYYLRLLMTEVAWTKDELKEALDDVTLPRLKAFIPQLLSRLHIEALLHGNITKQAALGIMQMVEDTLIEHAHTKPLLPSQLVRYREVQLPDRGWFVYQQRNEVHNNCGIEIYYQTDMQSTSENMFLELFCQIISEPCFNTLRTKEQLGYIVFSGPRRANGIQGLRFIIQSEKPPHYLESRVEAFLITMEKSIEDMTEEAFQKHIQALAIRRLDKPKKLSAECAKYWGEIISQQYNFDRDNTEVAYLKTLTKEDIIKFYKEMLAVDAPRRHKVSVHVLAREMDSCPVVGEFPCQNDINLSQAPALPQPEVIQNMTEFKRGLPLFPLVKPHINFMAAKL
# IDE cell inh – human IDE inhibitors in live cells, primary screen, fluorescence polarization, HEK cells, FAbetaB substrate | Insulin-degrading enzyme (Homo sapiens), P14735 | FAbetaB cleavage | inhibition, % at 5.59 µM | hit rate 0.41% among 320,000 | AID 434962, 2010;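 active = percent inhibition above the average of all tested compounds plus 3 SD, set per screening campaign, cut at about 16% in these data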;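 note: IDE supplied by intact live HEK cells; FP after avidin binding of uncleaved biotin substrate so inhibition keeps polarization high; 0% = DMSO wells and 100% = 60 µM reference IDE inhibitor Ii1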
# IMP-1 inh – IMP-1 metallo-beta-lactamase inhibitors, primary screen, biochemical, epi-absorbance readout, Pseudomonas aeruginosa enzyme; metallo-beta-lactamase IMP-1 (Pseudomonas aeruginosa); inhibition, % at 5.6 µM; purified IMP-1, nitrocefin hydrolysis, epi-absorbance fluorescence; hit rate 0.45% among 290,000;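 active = inhibition above the mean plus 3 SD of all compounds in the same screening run, cut at about 4.5% in these data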;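 note: 0% = IMP-1 with DMSO and 100% = DMSO wells lacking enzyme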
#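 Material – recombinant IMP-1 enzyme, purified · Amount – IMP-1 0.2 nM before substrate addition · Medium – HEPES buffer pH 7.1 with ZnSO4 and Brij 35 · Timing – 25 °C, 15 min preincubation, 25 min reaction · Measured by – plate fluorescence quenching by hydrolysis product, ex 480/em 530 nm · Read-out – percent enzyme inhibition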
# * hit, by the source's call; / = no result given.
SMILES,pCIP destab,VIM-2 inh,SUMO HTRF inh,FID counter,HCV NS3 hel inh,M18AAP inhibitor,IDE act,IDE cell inh,IMP-1 inh
Cc1cc(C(F)F)n2nc(C(=O)Nc3ccc(S(=O)(=O)N4CCCCCC4)cc3)nc2n1,/,1.4,/,-15,5,5,0,-3,-1.6
COc1ccc(Cl)cc1N(C(C)=O)c1nc(C)cc(C)c1C#N,-3,-0.2,11,-17,-4,3,0,-3,-0.6
CN(Cc1c(C(=O)N/N=C/c2ccccc2)nnn1-c1nonc1N)c1ccccc1,0,0.6,-20,-30,-2,2,1,-9,0.6
COC(=O)/C=C/c1ccc(-n2ccnc2)cc1,13,4.4,6,-4,-2,-5,-3,-3,-1.2
Cc1cc(C)nc(NN2C(=O)/C(=C/c3ccccc3)SC2=S)n1,-13,0.5,23,-5,1,25,-10,-3,-0.9
Cn1c(-c2nnn(-c3ccc(F)cc3)n2)cc2ccccc21,-3,-2.6,0,-9,13,3,/,-2,-2.4
CCCCc1nc2ccccc2[nH]1,3,2.4,4,3,-1,-6,1,5,-0.4
CCCCNC(=O)c1cc2c(=O)n3cccc(C)c3nc2s1,-10,21*,25,-16,1,2,2,-2,-3.8
O=C1CCCN2N=C(SCC(=O)Nc3ccc(Br)cc3)SC2=N1,5,-2.8,-1,-9,-11,-3,-1,10,-4.8
COc1ccccc1CNC(=O)CN1C(=O)NC(C)(c2ccc(C(C)(C)C)cc2)C1=O (stereo not given),-2,-1.4,-9,-39,-3,-8,5,6,-3.7
CNC(=O)c1ccccc1F,-2,-5.5,23,1,0,3,3,0,-2.4
O=C(NCC1CCCO1)c1nn2c(c1Cl)NC(c1ccc(F)cc1)CC2C(F)(F)F (stereo not given),5,0.7,-16,-25,-2,-1,4,3,-1.9
O=C(N/N=C/c1cc(Br)c(O)c(Br)c1)c1cccnc1,-9,0.3,-4,-1,1,5,5,-4,-1.7
CC1CCCC(NC(=O)C2CCN(S(=O)(=O)c3cccc4nonc34)CC2)C1C (stereo not given),4,0.1,4,-14,-5,-9,0,1,-2.5
CNC(=O)C1=NCCCc2cc(OC)c(OC)cc21,-5,-3.4,13,1,2,1,1,-1,-1.5
Cc1cc(C)c2ccc(N)nc2c1O,-2,-1.9,-13,7,0,6,4,1,-3.2
CN1C(=S)SC(/[N+]([O-])=C/c2cccnc2)C1(C)C (stereo not given),-9,-0.1,7,-3,3,-14,5,4,-0.8
S=c1[nH]nc(Cn2c(-c3ccccn3)nc3ccccc32)n1-c1ccc2c(c1)OCCO2,-2,23*,10,-15,2,19,2,-2,-2.0
O=c1c2c([N+](=O)[O-])cc([N+](=O)[O-])cc2sn1-c1ccc(Br)cc1,-8,-3.0,21,4,22,25,-53,96*,-3.7
O=C(N/N=C/c1ccc2c(c1)OCO2)c1ccccn1,-11,-3.5,26,-8,9,9,5,1,-3.6
COc1cc(C(=O)Nc2ccc(N(C)C)cc2)c([N+](=O)[O-])cc1OC,-1,-2.2,-8,0,2,-4,1,1,-2.8
CN1CCN(c2ccc(S(=O)(=O)N3CCCCC3)cc2[N+](=O)[O-])CC1,3,-0.6,2,11,-12,-1,9,-3,-1.7
Cc1cc2nc(-c3ccc(SCC(=O)Nc4ccc(S(=O)(=O)NC5CC5)cc4)nc3)[nH]c2cc1C,-4,-3.6,14,-5,-5,0,-5,5,-4.2
CC(C)Oc1ccc2ccccc2c1C=O,-6,-3.3,18,-4,6,-3,-2,5,-3.5
CCOC(=O)c1c(NC(=O)C2CC(Cl)=CCC2C(=O)O)sc2c1CC(C)(C)OC2 (stereo not given),-12,2.4,7,-35,33,-13,4,8,-1.8
O=C(O)c1[nH]c2ccccc2c1C(c1cc(Cl)cc([N+](=O)[O-])c1O)c1c(C(=O)O)[nH]c2ccccc12,6,-0.1,20,4,-31,-6,6,-3,-0.2
COc1ccc(N2CCN(S(=O)(=O)c3c(C)n(C)c(=O)n(C)c3=O)CC2)cc1,-8,-1.5,14,-10,2,3,2,1,-2.0
COc1ccc(C(=O)Nc2ccc3cn[nH]c3c2)c(OC)c1,-2,-1.9,7,-14,0,-7,11,6,-0.5
O=[N+]([O-])c1ccc(S(=O)(=O)Nc2nc3ccccc3nc2Nc2ccccc2)cc1,1,-3.9,-10,-1,5,-7,/,-7,-1.3
Cc1ccc(NC(=O)CC2(CC(=O)O)CCCC2)cc1,8,-3.6,10,-1,-3,-4,4,-1,-0.5
COCCn1c(COC)nc2ccccc21,-11,0.4,11,-3,15,-3,3,-3,-3.0
CCC1CCCCN1C(=O)c1ccc(OC2CCN(Cc3ccccn3)CC2)cc1 (stereo not given),-4,-2.8,7,-1,-4,2,7,3,-2.0
CC(C)(CSc1ccccn1)NS(=O)(=O)c1ccccc1,-23,-1.8,17,-7,2,-16,-1,-6,0.1
CCN(CC)S(=O)(=O)c1cccc(C(=O)Nc2ccc3c(c2)OCO3)c1,-16,-3.0,7,-9,-2,-5,5,-3,-2.6
COC(=O)c1ccc(NC(=O)CN2CCN(c3ccc(Cl)cc3)CC2)cc1,-4,0.5,6,-3,-5,0,-2,1,-1.7
Cc1ccc2oc(=O)n(CC(=O)N3CCOCC3)c2c1,-14,-2.4,11,-1,3,3,7,-1,-2.1
COC(=O)c1ccccc1NC(=O)C(C)n1nc(C)c2c(C)n(-c3ccccc3)nc2c1=O (stereo not given),-7,-1.3,12,-45,-7,-6,2,4,-4.1
Cc1ccc(NS(=O)(=O)c2cccc(C(=O)Nc3cc(C)on3)c2)cc1,-2,-4.2,-10,-10,0,0,4,2,-0.5
COc1cc2c(cc1NC(=O)COC(=O)c1ccccc1)oc1ccccc12,12,0.2,11,-4,-18,6,/,-4,-3.8
COc1ccc(CCNC(=O)COc2ccc(S(=O)(=O)NCC(C)C)cc2Cl)cc1OC,-8,-0.2,6,-24,-4,-3,6,-4,-2.9

# A run of entries from further up, for reference:
SMILES,pCIP destab,VIM-2 inh,SUMO HTRF inh,FID counter,HCV NS3 hel inh,M18AAP inhibitor,IDE act,IDE cell inh,IMP-1 inh
CCN(CC)S(=O)(=O)c1cccc(C(=O)Nc2ccc3c(c2)OCO3)c1,-16,-3.0,7,-9,-2,-5,5,-3,-2.6
COC(=O)c1ccc(NC(=O)CN2CCN(c3ccc(Cl)cc3)CC2)cc1,-4,0.5,6,-3,-5,0,-2,1,-1.7
Cc1ccc2oc(=O)n(CC(=O)N3CCOCC3)c2c1,-14,-2.4,11,-1,3,3,7,-1,-2.1
COC(=O)c1ccccc1NC(=O)C(C)n1nc(C)c2c(C)n(-c3ccccc3)nc2c1=O (stereo not given),-7,-1.3,12,-45,-7,-6,2,4,-4.1
Cc1ccc(NS(=O)(=O)c2cccc(C(=O)Nc3cc(C)on3)c2)cc1,-2,-4.2,-10,-10,0,0,4,2,-0.5
COc1cc2c(cc1NC(=O)COC(=O)c1ccccc1)oc1ccccc12,12,0.2,11,-4,-18,6,/,-4,-3.8
COc1ccc(CCNC(=O)COc2ccc(S(=O)(=O)NCC(C)C)cc2Cl)cc1OC,-8,-0.2,6,-24,-4,-3,6,-4,-2.9

# (list continues)
SMILES,pCIP destab,VIM-2 inh,SUMO HTRF inh,FID counter,HCV NS3 hel inh,M18AAP inhibitor,IDE act,IDE cell inh,IMP-1 inh
O=C(c1ccccc1-c1ncc[nH]1)N1CCc2c([nH]c3ccccc23)C1c1ccccn1 (stereo not given),10,-0.3,16,-4,-14,8,/,-2,0.5
CC(NCc1ccc(S(N)(=O)=O)cc1)C(=O)N1CCc2ccccc21 (stereo not given),5,-1.1,16,0,-1,-4,9,5,-1.9
CCCN1CCC(CCOc2ccccc2)(C(=O)OCC)CC1,-14,0.9,0,1,-2,-7,-2,0,-0.7
O=C(COC(=O)CCNS(=O)(=O)c1cccc(C(F)(F)F)c1)NC(=O)NC1CCCCC1,-9,-1.3,7,-25,-2,-5,-1,1,-1.5
O=C1N/C(=N\N=C\c2cccs2)SC1Cc1cccc(Cl)c1 (stereo not given),-10,-1.4,20,-6,-2,5,0,2,-1.9
Cc1cc(S(=O)(=O)N2CCCC(C(=O)Nc3ccc(C(=O)O)cc3)C2)ccc1Cl (stereo not given),-1,-1.8,-13,-30,6,7,-7,-2,-1.3
COc1ccc(CNC(=O)Cc2cn(C)c3ccccc23)c(OC)c1,-2,0.5,10,-29,5,-11,1,-1,-1.3
Cc1nc2cc(C(=O)N3CCc4ccccc43)ccc2n1-c1ccc(F)c(F)c1,-12,-3.1,1,-34,-3,0,4,3,-3.6
O=C(Nc1cccc(S(=O)(=O)N2CCCCC2)c1)c1c2c(nc3ccccc13)CCN(Cc1ccccc1)C2,-4,-5.1,2,-11,-83,-4,4,1,-3.2
O=[N+]([O-])c1cnn(-c2nc(-c3ccco3)cc(C(F)(F)F)n2)c1,-2,0.1,12,-2,-14,-13,2,-4,-2.6
Nc1ccccc1-c1nnn(CC(=O)N2CCCc3ccccc32)n1,-10,-2.8,-44,-12,-3,2,1,2,-2.7
O=C1CN(C(=O)COC(=O)c2cccc(OCc3ccccc3)c2)c2ccccc2N1,-4,0.8,10,-13,-11,-9,0,11,0.0
CC1(C)C(=O)N(c2ccccc2Cl)C(=O)c2ccccc21,-20,-2.9,10,-14,-3,-3,4,3,-0.5
COc1cccc2c1OCC(CN1CCN(CCC(C)C)C(CCO)C1)=C2 (stereo not given),-17,-4.0,2,8,1,-4,-1,0,-3.1
CC(NCCC1(C(C)C)CCOC(C)(C)C1)c1cccs1 (stereo not given),-4,-1.9,23,-1,-8,-12,2,8,-2.7

# Part of the list above in another layout:
# Value order: pCIP destab | VIM-2 inh | SUMO HTRF inh | FID counter | HCV NS3 hel inh | M18AAP inhibitor | IDE act | IDE cell inh | IMP-1 inh
> O=[N+]([O-])c1cnn(-c2nc(-c3ccco3)cc(C(F)(F)F)n2)c1
    -2 | 0.1 | 12 | -2 | -14 | -13 | 2 | -4 | -2.6
> O=C(COC(=O)CCNS(=O)(=O)c1cccc(C(F)(F)F)c1)NC(=O)NC1CCCCC1
    -9 | -1.3 | 7 | -25 | -2 | -5 | -1 | 1 | -1.5
